Assay outcomes (PubChem)
12-LOX inh: blocks human arachidonate 12S-lipoxygenase | purified 12hLO, xylenol orange hydroperoxide absorbance | Potency, µM (doses to about 108 µM), for inactives: at the top dose activity change, negative = inhibition, most hits filed as inhibitors | 1.1% of 580,000 active | AID 1671190; active = well fitted inhibition curve with a large enough effect; inconclusive = small, poorly fitted or top-dose-only effect, or another doubt; inactive = no such curve, though single readings can be large or run the other way
Target sequence (P18054 whole entry, looked up): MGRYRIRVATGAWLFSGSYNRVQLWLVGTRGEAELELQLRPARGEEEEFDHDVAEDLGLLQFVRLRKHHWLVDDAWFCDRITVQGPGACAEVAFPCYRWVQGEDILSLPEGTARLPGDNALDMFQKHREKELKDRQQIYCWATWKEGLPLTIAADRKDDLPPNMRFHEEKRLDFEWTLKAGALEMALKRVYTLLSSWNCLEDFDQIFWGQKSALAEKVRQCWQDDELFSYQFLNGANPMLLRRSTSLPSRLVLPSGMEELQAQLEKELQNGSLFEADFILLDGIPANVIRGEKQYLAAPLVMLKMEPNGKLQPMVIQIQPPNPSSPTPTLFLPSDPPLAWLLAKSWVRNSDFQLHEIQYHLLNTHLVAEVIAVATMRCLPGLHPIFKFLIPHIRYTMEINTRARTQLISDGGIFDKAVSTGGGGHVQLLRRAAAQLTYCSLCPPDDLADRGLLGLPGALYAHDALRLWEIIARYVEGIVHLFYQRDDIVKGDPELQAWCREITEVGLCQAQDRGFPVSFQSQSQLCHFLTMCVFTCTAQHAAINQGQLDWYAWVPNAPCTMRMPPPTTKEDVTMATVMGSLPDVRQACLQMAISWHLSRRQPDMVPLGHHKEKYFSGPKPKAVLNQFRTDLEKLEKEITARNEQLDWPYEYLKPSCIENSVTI
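Purified human 12hLO at 150 nM in 25 mM Hepes, 0.01% Triton X-100, pH 7.0, preincubated 15 min at room temperature with compound. Reaction started with 40 uM arachidonic acid, 30 min at room temperature. Hydroperoxide measured by Fe-xylenol orange, 573/405 nm absorbance ratio.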
The depositor's hits bear a star; ? = inconclusive; [ ] = remark or other dose. % is set by controls: 0 for no effect and ±100 for the full control effect; potency is the fitted concentration of half-maximal effect. Not all compounds are listed. The share of hits here may be higher or lower than overall.

SMILES	12-LOX inh
Cc1noc([C@@H]2CN(C3CCN(Cc4ccccc4)CC3)C[C@H]2CO)n1	15.1%
O=S(=O)(c1cccc(F)c1)N1CCC(n2cnnc2C2CC2)CC1	10.1%
COCCC(=O)NC1CCN(c2cnn(Cc3ccccc3)c(=O)c2)CC1	57.1%[activator]
O=C1[C@@H](c2ccccc2)[C@@H](c2ccccc2)N1c1ccccc1	-10.9%
CCn1cc(CN2CCCC23CCN(c2cc(C)nc4ccccc24)CC3)c(C)n1	33.4%[activator]
COc1cccc(-c2cc(C3CCN(C(=O)c4ccccc4Br)CC3)[nH]n2)c1	16.5%
CCC(C)NC(=O)Cc1csc2nc(C)c(-c3cc(C)n(-c4cc(Cl)ccc4C)n3)c(=O)n12 (centres undefined)	9.6%
CC(C)C(=O)N1Cc2ccccc2CC2(CCN(Cc3ccc(O)cc3)CC2)C1	?
Cc1ccccc1NC(=O)Cn1c(=O)n(-c2ccccc2)c(=O)c2c1cc(C)n2C	26.0%
CC(=O)N1C[C@@H](Oc2ccccc2)C[C@@H]1C(=O)N1CCOCC1	37.3%[activator]

7 of these compounds, reformatted:
canonical_smiles | 12-LOX inh
Cc1noc([C@@H]2CN(C3CCN(Cc4ccccc4)CC3)C[C@H]2CO)n1 | 15.1%
O=S(=O)(c1cccc(F)c1)N1CCC(n2cnnc2C2CC2)CC1 | 10.1%
COCCC(=O)NC1CCN(c2cnn(Cc3ccccc3)c(=O)c2)CC1 | 57.1%[activator]
O=C1[C@@H](c2ccccc2)[C@@H](c2ccccc2)N1c1ccccc1 | -10.9%
CCn1cc(CN2CCCC23CCN(c2cc(C)nc4ccccc24)CC3)c(C)n1 | 33.4%[activator]
COc1cccc(-c2cc(C3CCN(C(=O)c4ccccc4Br)CC3)[nH]n2)c1 | 16.5%
CCC(C)NC(=O)Cc1csc2nc(C)c(-c3cc(C)n(-c4cc(Cl)ccc4C)n3)c(=O)n12 (centres undefined) | 9.6%

Not a retest: an excerpt of the list.
SMILES	12-LOX inh
Cc1noc([C@@H]2CN(C3CCN(Cc4ccccc4)CC3)C[C@H]2CO)n1	15.1%
O=S(=O)(c1cccc(F)c1)N1CCC(n2cnnc2C2CC2)CC1	10.1%
COCCC(=O)NC1CCN(c2cnn(Cc3ccccc3)c(=O)c2)CC1	57.1%[activator]
O=C1[C@@H](c2ccccc2)[C@@H](c2ccccc2)N1c1ccccc1	-10.9%

Later entries:
SMILES	12-LOX inh
O=C(NCCc1ccc(Cl)cc1)C1CCc2nnc(C3CCN(C(=O)Nc4ccc(Cl)cc4)CC3)n21 (centres undefined)	2.0%[6.33 µM]
O=C(O)CCCC(=O)N[C@H]1CO[C@H]2[C@@H]1OC[C@@H]2Nc1nccc(-c2ccc3c(c2)OCO3)n1	?
CC(=O)N1CCC(N2CCOc3ccc(C(=O)NCc4ccccc4F)cc3C2)CC1	3.1%
COc1ccc2c(c1)CCc1cnc(-n3ncc(C(=O)NCc4cc(C)no4)c3C3CC3)nc1-2	7.7%
COCc1cc(CNC(=O)CC2C(=O)NCCN2Cc2ccccc2)[nH]n1 (centres undefined)	59.3%
Cc1cc(C(=O)NCCN2Cc3ccccc3OC(c3ccccc3F)C2)no1 (centres undefined)	3.5%
CCc1ccc(CN2CCC([C@@H]3CNC[C@H]3CO)CC2)cc1	45.7%[activator]
COC1CCN(CC2CCCCCN2C(=O)NCc2ccc(F)cc2)CC1 (centres undefined)	21.8%
c1ccc([C@@H]2CN(Cc3ccncc3)C[C@H]2COc2ccncc2)nc1	84.5%[activator]
O=C1NCc2ccccc2CC12CCN(CC1CC=CCC1)C2 (centres undefined)	4.1%[6.33 µM]
O=C1CC2CCN([S+](=O)([O-])c3ccccc3)CC2CCN1 (centres undefined)	4.2%[6.33 µM]
COC1CCCN(c2ncc(C(C)(C)C(=O)O)c(N3CCOCC3)n2)C1 (centres undefined)	13.2%
Cc1cn2nc(C(=O)Nc3ccccc3C)cc2c(N2CCSCC2)n1	57.5%[activator]
COc1cccc(-c2cnc3n[nH]c(-c4ccccc4)c3n2)c1	10.2%[176 µM]
COc1cccc(CN2Cc3nc(N4CCN(C)CC4)ccc3OCC2=O)c1	-0.9%[176 µM]
c1ccc2sc(N3CCCN(Cc4cc5n(n4)CCNC5)CC3)nc2c1	-12.8%
C[S+](=O)([O-])N1CC2ON=C(C(=O)O)C2C1 (centres undefined)	-1.6%[12.5 µM]
COC(=O)[C@H](NC(=O)[C@@]1(O)C[C@@H](O)[C@H](O)[C@@H](NC(=O)Nc2ccc(C(C)=O)cc2)C1)C(C)C	26.2%
O=C1CCN(C(=O)COc2ccc(F)cc2)CCCC(c2nc(-c3cccnc3)no2)CCN1 (centres undefined)	?
CS(=O)(=O)Nc1ccc(C2(C(=O)NCc3ccc4c(c3)OCO4)CCCCC2)cc1	39.6%
Cc1ccc(CC(=O)NCc2nnc3c(-c4nc(C(C)C)no4)cccn23)cc1	21.1%
CN1C[C@@H](CO)[C@H](NC(=O)c2ccccc2)C1	-17.8%
CC(c1cccs1)N(C)C(=O)c1cccc(Cl)c1 (centres undefined)	1.4%[176 µM]
COc1ccc(-c2ccccc2NC(=O)C2CCCN2C(=O)C2(C)CC2)cc1 (centres undefined)	-2.7%
Cc1cccc(NC(=O)N2CCC(CCNC(=O)c3cccs3)CC2)c1	46.7%[activator]
CC(C)CN1C(=O)c2cccn2CC1C(=O)NCc1cccs1 (centres undefined)	4.9%
COCCCNC(=O)N1CCCN(S(=O)(=O)c2ccccc2)CCC(=O)NCC1	22.8%
CNC(=O)[C@@H]1C[C@H](Oc2cccnc2)CN1S(=O)(=O)c1ccccc1	30.2%[activator]
COCCc1nncn1C1CCN(S(=O)(=O)c2cccc(OC)c2)CC1	30.1%
CCn1cc(-c2ccncc2)cc1C(=O)NCc1cccc(OC)c1	50.2%[activator]
CN1CCN([C@H]2CCN(c3ccnc4ccccc34)C[C@H]2CCC(=O)O)CC1	30.1%[activator]
CS(=O)(=O)c1ccc(OCC2(CNC(=O)c3cccc(F)c3)C[C@@H](O)[C@@H](O)C2)cc1 (some centres undefined)	77.8%[activator]
COc1ccc(-c2cc(N3CCCC(NC(=O)c4cc(OC)c(OC)c(OC)c4)C3)n[nH]2)cc1 (centres undefined)	67.0%[activator]
COc1ccc(F)c(CN2CCCC(O)(CN3CCCNCC3)C2=O)c1 (centres undefined)	38.6%[activator]
CCC(=O)N1CCC(Cc2ncc(C)n2C2CC2)C1 (centres undefined)	6.7%
CN1CC(=O)N(C2CCCNCC2)Cc2c(NCCCN3CCCCC3)ncnc21 (centres undefined)	?
CCNC(=O)CC1COCCN1C(=O)c1csc(-c2cccs2)n1 (centres undefined)	12.6%
CN(c1ccccc1)S(=O)(=O)C1CCS(=O)(=O)C1 (centres undefined)	14.5%
Cn1c(C(=O)N2CCC3(CCNC(=O)CC3)CC2)cc2c(Cl)cccc21	0.3%
COc1cccc(-c2cccc(CCOc3cnc4c(ccn4CC(=O)O)c3)c2)c1	?
CCC(NC(=O)c1ccc(C)c(NC(=O)C2CC2)c1)c1ncnn1CC (centres undefined)	29.6%
O=C(Nc1ccccc1)c1cnc2n1CCN(CC1CCCC1)CC2	29.4%[176 µM]
COC(=O)C1=C(C)N(Cc2ccccc2C(F)(F)F)C(=NCc2ccccc2C(F)(F)F)NC1c1ccc(F)cc1 (centres undefined)	0.6%
Cn1cnc(C(=O)N2CCCCCCNC(=O)[C@@H]3CCCC[C@@H]32)c1	20.2%
COCCn1ncc(N2CCC(C(=O)NCc3ccc(C)o3)C2)cc1=O (centres undefined)	44.0%[activator]
Cc1ccc(-c2nc(C(=O)NC(C)c3ccccc3)no2)cc1 (centres undefined)	-6.5%
O=c1c(CN2CCOc3ccc(CN4CCC(Oc5cccnc5)CC4)cc3C2)coc2ccccc12	-3.4%
CN1CC(=O)N(C2CCCNCC2)Cc2c(NCc3cccs3)ncnc21 (centres undefined)	?
CCc1nc(-c2c3n(c(=O)n(Cc4ccccc4C)c2=O)CCCCC3)no1	0.8%
Cc1cc(C)cc(NC(=O)C2CCN(C(=O)c3ncn4c3COC(c3ccccc3)C4)CC2)c1 (centres undefined)	14.0%

Continued:
SMILES	12-LOX inh
NC(=O)[C@@H]1CCCN1CC[C@H]1CN(C(=O)c2ccnc(Cl)c2)CC[C@H]1CC(=O)O	-9.1%[176 µM]
Cc1nc(CCNS(=O)(=O)c2cccnc2)no1	47.5%[activator]
C[C@@]1(O)CCN(C2CCN(c3ccc(F)cc3)CC2)C[C@@H]1O	-5.8%
COC[C@@H]1CN(Cc2ccncc2F)C[C@H]1C(=O)NC1CC1	50.9%[activator]
COc1ccc(-c2cn3cc(C(=O)N4CC[C@H](O)C4)nc3c(=O)n2CC2CC2)cc1	32.2%
COCc1nc(-c2ccc(OC3CN(C(=O)c4cccc(OC)c4)C3)cc2)no1	11.5%
Cc1ccccc1CC(=O)N[C@@H]1CN(c2ccncn2)C[C@H]1CO	48.4%[activator]
O=C(Nc1ccc2c(c1)OCCO2)N1CCC(c2nc(C3CCOCC3)no2)CC1	12.3%
Cn1ncc(CN2CCc3[nH]cnc3C2c2cccc(C#N)c2)c1C1CC1 (centres undefined)	2.5%
CN(C)c1cccc(C(=O)NC2CCN(c3cc(-c4cccs4)[nH]n3)C2)c1 (centres undefined)	55.2%[activator]

Pulled by structure from above, 3 records:
SMILES	12-LOX inh
C[C@@]1(O)CCN(C2CCN(c3ccc(F)cc3)CC2)C[C@@H]1O	-5.8%
CN(C)c1cccc(C(=O)NC2CCN(c3cc(-c4cccs4)[nH]n3)C2)c1 (centres undefined)	55.2%[activator]
Cc1nc(CCNS(=O)(=O)c2cccnc2)no1	47.5%[activator]

(further entries)
SMILES	12-LOX inh
COc1cccc(CC(=O)N2CCC3(CC2)N=C(c2ccccc2)NO3)c1	18.0%
Cc1noc(-c2cccc(F)c2)c1C(=O)NCCc1ccc(F)cc1	0.9%
Cc1cnc(C(=O)N2C[C@@H](Oc3cccnc3)C[C@H]2C(=O)N2CCOCC2)cn1	17.7%
COc1cc2onc(C3CCN(C(=O)C(C)(C)C)CC3)c2cc1OC	-3.7%
O=C(CN1CCCc2nc(C3CC3)ncc2C1=O)NCc1ccco1	31.3%
O=C(Nc1ccccc1F)N1CC2CCC(C1)N2Cc1ccccc1	?
Cc1ccc(O[C@H]2COCC[C@H]2NC(=O)c2ccc(-c3ccn[nH]3)cc2)cn1	13.1%
CC(=O)N1CCN(CC[C@H]2CN(C(=O)c3ccnc(Cl)c3)CC[C@H]2CC(=O)O)CC1	-4.3%
O=C1OC[C@@H]2CCN(Cc3ccncc3)Cc3ccc(F)cc3N12	7.6%[176 µM]
Cc1ccc(C(=O)N2CCC(CCC(=O)O)CC2)cc1	17.4%
CC(C)CC(=O)NC1CCCc2c1[nH]c1ccc(Cl)cc21 (centres undefined)	3.3%
Cc1ccc(CC(=O)N2CCN(c3nnc4ccc(C(F)(F)F)cn34)CC2)cc1	54.0%[activator]
CCOc1ccc(-c2noc(-c3ncn4c3COC(c3ccc(F)cc3)C4)n2)cc1 (centres undefined)	51.2%[activator]
O=C(c1ccc2c(c1)OCO2)N1CCC(N2CCNC2=O)CC1	1.5%[6.33 µM]
COc1ncccc1-c1nccc2c(=O)cc(-c3cccnc3)oc12	1.0%[176 µM]
COCCc1noc(-c2ccc(NC(C)c3ncccc3C)nc2)n1 (centres undefined)	5.8%
N#Cc1ccccc1CN1CCNc2nc(CN3CCOCC3)n(Cc3ccccc3)c2C1=O	36.3%[activator]
CC(C)CN1C(=O)c2cccn2CC1CNC(=O)CCc1nc2ccccc2s1 (centres undefined)	26.9%
Cc1ccccc1N(C)C1CN(Cc2ccc(C#N)cc2)C1	37.1%[176 µM]
COC(=O)CCC(=O)N1CCOC(Cc2cccc(C(F)(F)F)c2)C1 (centres undefined)	62.5%[activator]
O=C(NCCc1cnc[nH]1)[C@@H]1C[C@H]2C(=O)NCCCCCCN(S(=O)(=O)c3ccccc3)[C@H]2C1	17.6%
COc1ccc(OC)c(NC(=O)CC2CCCN(c3cnn(C)c(=O)c3)C2)c1 (centres undefined)	-26.6%
CC(=O)C1=C(C)NC(=S)NC1c1ccccc1 (centres undefined)	-4.2%
CCOc1ccc(-c2nc(C3CC(=O)N(c4ccc(F)cc4)C3)no2)cc1 (centres undefined)	16.0%
CC(=O)N1CCC2(CC1)CN(C(=O)N(C)C)Cc1ccccc1O2	11.6%[6.33 µM]
Cc1nc(N2CCCCC2)n(CC(=O)Nc2ccc(Br)cc2)c(=O)c1C	12.4%
CC1CCN(c2ccc(-c3cccc(NC(=O)NC(C)C)c3)nn2)CC1	15.6%
Cc1sc2ccn(CC(C)C)c(=O)c2c1C(=O)N1CCCCC1	19.1%
Cc1cc2c(-c3ccc(CO)cc3)nc(-c3c(C)noc3C)cc2[nH]1	0.1%[176 µM]
COc1ccc(-c2c(C(=O)c3ccccc3)[nH]c(N)c2C(=O)NCCc2c[nH]c3ccccc23)cc1	-1.5%
CS(=O)(=O)N(C1CCOCC1)C1CN(C(=O)c2cc3ccccc3[nH]2)C1	-2.7%
COc1ccc(Cc2ccc(NC(N)=O)cc2)cc1-c1cccc(Cl)c1	-19.3%[57.4 µM]
Cc1cccc(C)c1-c1nnc2ccc(C(=O)NC3CC3)cn12	5.9%[6.33 µM]
c1ccc2c(CN3CCn4c(nnc4-c4ccncc4)C3)cccc2c1	4.2%[6.33 µM]
O=C(N[C@@H]1CCC[C@@H]1C(=O)N1CCN(c2cccc(Cl)c2)CC1)c1ccncc1	48.4%[activator]
COCCCN1C(=O)CC[C@H]2CN(C(=O)c3ccc(CN)cc3)CC[C@H]21	134.0%[activator]
COc1ccc(-c2cc(-c3ccc4cn[nH]c4c3)cn3cncc23)cn1	?
Cc1nnnn1CCC(=O)N[C@@H]1COCC[C@@H]1OCc1cscn1	13.3%
CCNC(=O)NC1(CCOC)CCN(Cc2cccc(C)c2)CC1	53.5%
O=C(Nc1cccc2ccccc12)O[C@@H]1CO[C@H]2[C@@H]1OC[C@@H]2NCC1CCCCC1	?
CN(Cc1ccccc1)Cc1cc(C(=O)N(C)Cc2ccsc2)no1	-15.0%
